SUMO HTRF inh: SUMOylation inhibition; actives 0.36% (n = 290,000); HTRF SUMOylation assay, SAE1/SAE2 + UBC9, in vitro; inhibition, % at 35 µM; P63279; in the data active = inhibition above about 50%, passing the limit was not always enough; also: strong numbers were not always called active
Target sequence (P63279 whole entry, looked up): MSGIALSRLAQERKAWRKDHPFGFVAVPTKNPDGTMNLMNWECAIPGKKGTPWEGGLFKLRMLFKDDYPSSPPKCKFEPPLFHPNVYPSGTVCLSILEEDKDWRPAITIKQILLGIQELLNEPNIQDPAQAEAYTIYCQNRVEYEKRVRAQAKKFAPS
NS3 helicase inh: inhibitors of Hepatitis C virus NS3 helicase. NS3 helicase DNA unwinding, Cy5 molecular beacon fluorescence. inhibition, % at 10.9 µM. actives 0.56% (n = 290,000). AID 1800;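 active = inhibition above the mean of all tested compounds plus 3 SD, set per campaign, cut at about 35% in these data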;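 also: 0% = DMSO wells and 100% = thioflavine S control wells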
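Material: hepatitis C virus NS3 helicase domain fragment enzyme; measured by: Cy5 fluorescence, 0 and 60 min reads; control set: DMSO and thioflavine S; incubation: 60 min unwinding reaction at 25 °C after ATP addition; read-out basis: % inhibition from 60/0 min fluorescence ratio, DMSO 0%, thioflavine S 100%; repeats: singlicate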
NALP1 yeast inh: inhibitors of NALP1 inflammasome in yeast. S. cerevisiae NALP1/ASC/caspase-1 growth, X-gal OD620, 72 h. actives 0.61% (n = 280,000). inhibition, % at 10 µM; in the data active = inhibition mostly above about 24%, no sharp cut-off; inactive = mostly below about 32%; also: some compounds called inactive have numbers as strong as hits
M18AAP inhibitor: PfM18AAP enzyme inhibition; recombinant PfM18AAP, H-Glu-NHMec fluorogenic cleavage; inhibition, % at 7.35 µM; actives 1.2% (n = 290,000); AID 1822;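 active = inhibition above the campaign mean inhibition over all tested compounds plus 3 SD, cut at about 28% in these data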;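 also: 0% = plate median of test compound wells and 100% = 2 mM ZnCl2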
IMP-1 inhibitor: blocks Pseudomonas aeruginosa IMP-1 metallo-beta-lactamase | purified IMP-1, nitrocefin hydrolysis, epi-absorbance fluorescence | inhibition, % at 5.6 µM | actives 0.45% (n = 290,000);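 active = inhibition above the mean plus 3 SD of all compounds in the same screening run, cut at about 4.5% in these data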;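 also: 0% = IMP-1 with DMSO and 100% = DMSO wells lacking enzyme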
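Assay system: purified IMP-1; Quantity: IMP-1 0.2 nM before substrate addition; Medium: HEPES buffer pH 7.1 with ZnSO4 and Brij 35; Incubation: 15 min enzyme–compound preincubation, then 25 min nitrocefin reaction, 25 °C; Signal: fluorescence quenching readout, ex 480/em 530 nm; Controls: DMSO with and without IMP-1; Repeats: singlicate testing.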
MEKK2mut PB1 HTS: signal of MEK5 binding to mutant human MEKK2 PB1 domain | bead flow cytometry, Alexa488-MEK5 binding to MEKK2 mutant | actives 0.35% (n = 290,000) | percent response, % at 10 µM; in the data active = percent response above about 24%, passing the limit was not always enough; also: inactives centre near 1; some results filed as inactive read as strong as hits
DNA FID counter: fluorescent intercalator displacement, NS3 helicase counter-screen. DNA fluorescent intercalator displacement, fluorescence. inhibition, % at 7.9 µM. actives 0.17% (n = 290,000); in the data active = inhibition above about 37%;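 also: 0% = vehicle and 100% = reference compound; higher means more ethidium bromide displaced from hairpin DNA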
VIM-2 inh: blocks Pseudomonas aeruginosa VIM-2 metallo-beta-lactamase; purified VIM-2, nitrocefin hydrolysis, epi-absorbance fluorescence; inhibition, % at 5.6 µM; actives 0.89% (n = 290,000);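 active = inhibition above the mean of all tested compounds plus 3 SD, cutoff set per screening run, cut at about 7.5% in these data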;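 also: red hydrolysis product quenches plate fluorescence so inhibitors raise well fluorescence; 0% = enzyme with DMSO and 100% = DMSO without enzyme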
MEKK2wt PB1 HTS: raises or lowers MEK5 binding to wildtype human MEKK2 PB1 domain. Q9Y2U5. bead flow cytometry, Alexa488-MEK5 binding to MEKK2 WT; actives lie on both sides. binding response (% of control), % at 10 µM. actives 1.1% (n = 290,000). AID 1531; in the data active = binding response below about 67% or above about 130%
* hit, by the source's call; . = not tested or not shown.

1	Cc1nc2nc(CC(=O)O)[nH]n2c(=O)c1[N+](=O)[O-]
2	Cc1ccc(N2C(=O)Nc3ccccc3C2(O)C(=O)NCCCOC(C)C)cc1C (stereo not drawn)
3	CCCNC(=O)COc1coc(CN2CCN(c3ccccc3)CC2)cc1=O
4	CCOC(=O)c1cnc2c(c(C3CC3)nn2C)c1N1CCOCC1
5	O=C(COC(=O)[C@H](Cc1ccccc1)NC(=O)c1cccs1)Nc1ccccc1C(F)(F)F
6	O=C(Nc1c(C(=O)Nc2ccccc2)cnn1-c1ccccc1)c1ccco1
Assay by compound,1,2,3,4,5,6
SUMO HTRF inh,10,-3,5,22,-4,29
NS3 helicase inh,5,-11,3,5,0,-2
NALP1 yeast inh,-4,-11,11,-3,17,9
M18AAP inhibitor,-2,-2,0,-7,-7,2
IMP-1 inhibitor,-1.5,-2.1,-3.9,-3.6,-3.4,-1.7
MEKK2mut PB1 HTS,-6,4,1,-15,0,3
DNA FID counter,4,-8,-18,-18,-21,-16
VIM-2 inh,-1.6,2.0,-3.7,-1.4,-2.1,-0.8
MEKK2wt PB1 HTS,91,104,100,93,100,102

7	CC(Oc1ccccc1)C(=O)N=C1SC2CS(=O)(=O)CC2N1c1ccccc1 (stereo not drawn)
8	CC(NS(=O)(=O)c1ccccc1Cl)C1CC2CCC1C2 (stereo not drawn)
9	CCOC(=O)c1sc2nc(C)[nH]c(=O)c2c1C
10	COc1ccccc1C(=O)N(C)c1nnc(-c2ccccc2)s1
11	COc1ccc(/C=C/C(=O)Nc2ccc3c(c2)OCCO3)cc1OC
12	COc1ccc(S(=O)(=O)c2ccc(OC)cc2)cc1
Assay by compound,7,8,9,10,11,12
SUMO HTRF inh,2,-1,5,-9,2,8
NS3 helicase inh,8,0,8,8,-16,-2
NALP1 yeast inh,11,-8,0,0,14,25
M18AAP inhibitor,8,5,3,-9,4,2
IMP-1 inhibitor,-1.7,-3.5,-3.0,-1.1,-3.4,-3.0
MEKK2mut PB1 HTS,3,1,-3,-15,-1,4
DNA FID counter,-39,-28,-1,-27,-16,-5
VIM-2 inh,-1.1,-2.7,-3.6,-0.8,-4.7,-5.1
MEKK2wt PB1 HTS,104,100,90,91,93,111

13	CC1CC(NC(=O)CC#N)CC(C)(C)C1 (stereo not drawn)
14	O=C(NCc1ccc2[nH]c3c(c2c1)CCCC3)c1ccc(S(=O)(=O)N2CCCC2)cc1
15	Cc1cccc(N2CCN(C(=O)/C=C/c3ccco3)CC2)c1C
16	Cc1cc(C)n(CCN(C)Cc2nc(Cc3ccccc3F)no2)n1
17	O=C(O)CCc1ccc(-c2ccccc2)n1CC(=O)O
18	O=C(NCC1CCN(S(=O)(=O)c2ccccc2)CC1)Nc1ccc(F)cc1
Assay by compound,13,14,15,16,17,18
SUMO HTRF inh,11,2,25,-8,8,7
NS3 helicase inh,3,-2,-1,1,13,-1
NALP1 yeast inh,-2,27,20,-67,15,12
M18AAP inhibitor,-3,4,-4,5,-21,-3
IMP-1 inhibitor,-2.0,-0.5,-1.3,-2.2,0.8,-2.3
MEKK2mut PB1 HTS,0,15,-2,-14,-1,-9
DNA FID counter,-3,-17,-25,-28,-29,-12
VIM-2 inh,-1.0,12*,-3.4,-2.3,-1.0,-2.3
MEKK2wt PB1 HTS,107,94,98,83,88,94

Another view of some results above.
Results follow in this order: SUMO HTRF inh	NS3 helicase inh	NALP1 yeast inh	M18AAP inhibitor	IMP-1 inhibitor	MEKK2mut PB1 HTS	DNA FID counter	VIM-2 inh	MEKK2wt PB1 HTS
17: O=C(O)CCc1ccc(-c2ccccc2)n1CC(=O)O
    8	13	15	-21	0.8	-1	-29	-1.0	88
18: O=C(NCC1CCN(S(=O)(=O)c2ccccc2)CC1)Nc1ccc(F)cc1
    7	-1	12	-3	-2.3	-9	-12	-2.3	94

Remaining list, next part.
19	COc1cccc(C2OC(=O)c3ccccc3N2C(C)=O)c1OC(C)=O (stereo not drawn)
20	O=C(Nc1cc(C(F)(F)F)ccc1N1CCOCC1)c1ccc(Br)o1
21	Cc1ccc(S(=O)(=O)N(C)CC(=O)Nc2cccc(C)n2)cc1
22	S=c1nc(-c2cc(Cl)ccc2Cl)[nH][nH]1
23	CCCCNc1cc(C)oc(=O)c1C(C)=O
24	Cc1ccc(C(=O)Nc2ccc3c(c2)OCCO3)o1
Assay by compound,19,20,21,22,23,24
SUMO HTRF inh,22,-7,13,-1,0,18
NS3 helicase inh,-13,-8,0,-6,2,0
NALP1 yeast inh,10,11,12,-2,22,6
M18AAP inhibitor,4,2,-8,-9,-11,-2
IMP-1 inhibitor,0.6,-2.6,-3.3,-1.8,-5.7,-2.5
MEKK2mut PB1 HTS,3,-3,-2,0,-5,1
DNA FID counter,0,-4,-13,-4,-3,-3
VIM-2 inh,-2.6,-1.4,-1.2,0.0,-0.8,-2.6
MEKK2wt PB1 HTS,102,95,96,106,96,102

From compound 19 up to 21, as listed above:
19	COc1cccc(C2OC(=O)c3ccccc3N2C(C)=O)c1OC(C)=O (stereo not drawn)
20	O=C(Nc1cc(C(F)(F)F)ccc1N1CCOCC1)c1ccc(Br)o1
21	Cc1ccc(S(=O)(=O)N(C)CC(=O)Nc2cccc(C)n2)cc1
Assay by compound,19,20,21
SUMO HTRF inh,22,-7,13
NS3 helicase inh,-13,-8,0
NALP1 yeast inh,10,11,12
M18AAP inhibitor,4,2,-8
IMP-1 inhibitor,0.6,-2.6,-3.3
MEKK2mut PB1 HTS,3,-3,-2
DNA FID counter,0,-4,-13
VIM-2 inh,-2.6,-1.4,-1.2
MEKK2wt PB1 HTS,102,95,96

Next part:
25	CCO[C@@H]1OC(C(=O)Nc2ccccc2)=C[C@H](c2csc3ccccc23)[C@H]1CCCO
26	Cn1c(CN2CCCC2)nc2cc(NC(=O)c3ccco3)ccc21
27	COc1cc2[nH]c(=S)n(C3CCN(Cc4ccccc4)CC3)c(=O)c2cc1OC
28	COc1ccc(C(=O)Oc2ccc(Br)cc2C(=S)N2CCOCC2)cc1
29	COc1ccc(/C(=N\O)c2nccc3cc(OC)c(OC)cc23)cc1OC
30	O=S(=O)(NCCOCC(F)(F)C(F)F)c1ccc2oc3ccccc3c2c1
Assay by compound,25,26,27,28,29,30
SUMO HTRF inh,-17,8,0,-2,4,-24
NS3 helicase inh,-19,-12,-3,9,2,-8
NALP1 yeast inh,-7,.,-1,-3,5,6
M18AAP inhibitor,3,3,4,17,-2,10
IMP-1 inhibitor,0.7,-7.6,-3.8,-1.1,-2.5,-3.5
MEKK2mut PB1 HTS,-9,1,20,0,-17,3
DNA FID counter,-18,3,-1,-32,-21,-17
VIM-2 inh,0.5,-6.8,-2.8,0.0,-1.4,-2.2
MEKK2wt PB1 HTS,91,103,123,91,59,111

31	COc1ccccc1CNC(=O)C1CCN(C(=O)c2sccc2-n2cccc2)CC1
32	Cc1csc(NC(=O)c2ccc(Cn3nc(C)c(Br)c3C)o2)n1
33	CC1CC(C)CN(S(=O)(=O)N2CCC(C(=O)NCc3ccco3)CC2)C1 (stereo not drawn)
34	CN1C(=S)SC(/[N+]([O-])=C\c2ccccc2F)C1(C)C (stereo not drawn)
35	O=C(Nc1ccccc1Oc1cccnc1)C1CCCN(Cc2ccc(F)cc2)C1 (stereo not drawn)
36	Cc1ccc(-n2nc(C)c3c(C(=O)OCC(=O)N(C)C4CCS(=O)(=O)C4)cc(-c4ccccc4)nc32)cc1 (stereo not drawn)
Assay by compound,31,32,33,34,35,36
SUMO HTRF inh,5,-23,0,3,-5,-3
NS3 helicase inh,-2,-23,4,3,-2,20
NALP1 yeast inh,-8,3,14,.,0,17
M18AAP inhibitor,-7,0,-7,13,1,3
IMP-1 inhibitor,-1.3,-1.4,0.6,-0.5,-4.6,-0.6
MEKK2mut PB1 HTS,3,-1,4,-22,8,-3
DNA FID counter,-38,-26,-13,3,4,-18
VIM-2 inh,0.4,-1.7,0.1,5.5,-5.5,0.7
MEKK2wt PB1 HTS,102,102,107,98,108,91

37	COc1ccc(-c2ccc(S(=O)(=O)n3nc(OC(=O)c4cccs4)cc3N)cc2)cc1
38	Cc1ccc(S(=O)(=O)N(C)c2ccc(OC(=O)c3ccc(=O)[nH]c3)cc2)cc1
39	CN(CCOc1ccccc1)C(=O)C1CCC(=O)N(CCCN2CCOCC2)C1 (stereo not drawn)
40	CC1CCN(CC(O)CN2c3ccccc3Sc3ccccc32)CC1 (stereo not drawn)
41	COc1ccc(NC(=O)C2CCCO2)cc1 (stereo not drawn)
42	Cc1nc(-c2ccc(Cl)cc2)sc1C(=O)CBr
Assay by compound,37,38,39,40,41,42
SUMO HTRF inh,1,-2,4,2,-7,10
NS3 helicase inh,-2,-11,14,-83,-1,-1
NALP1 yeast inh,0,6,12,17,3,4
M18AAP inhibitor,15,-14,-10,7,-5,0
IMP-1 inhibitor,-3.4,-1.3,1.2,-4.4,-3.7,-4.4
MEKK2mut PB1 HTS,-6,-5,-4,17,-1,-5
DNA FID counter,-8,-19,9,12,0,6
VIM-2 inh,-2.9,-0.9,1.4,-5.6,-2.1,-0.6
MEKK2wt PB1 HTS,91,83,101,122,104,94

43	CC(=O)c1ccc(S(=O)(=O)N2CCC(c3nc4ccccc4[nH]3)CC2)cc1
44	Cc1c(NS(=O)(=O)c2ccc3c(c2)CCN3C(=O)C2CC2)c(=O)n(-c2ccccc2)n1C
45	COc1ccc(OCCCC(=O)Nc2nc(-c3ccccn3)cs2)cc1
46	NS(=O)(=O)c1ccc(NC(=S)NCCc2ccccc2)cc1
47	COc1ccc(-n2cc(-c3ccc(C)cc3)[n+]3c2SCC3)cc1
48	Cc1nonc1NC(=O)CSc1nnc(N)s1
49	O=C(CCCc1ccccc1)Nc1ccc(S(=O)(=O)N2CCOCC2)cc1
50	Cn1c(=O)n(C/C=C/c2ccccc2)c(=O)c2c1nc1n2CCCN1c1ccc(F)cc1
51	CC(C)[C@@H](N)C(=O)NCC1CCC(C(=O)N[C@@H](Cc2ccccc2)C(=O)O)CC1 (stereo partly drawn)
Assay by compound,43,44,45,46,47,48,49,50,51
SUMO HTRF inh,7,1,3,2,-2,12,10,11,8
NS3 helicase inh,-6,-3,15,-1,0,-1,-15,-5,-1
NALP1 yeast inh,22,14,-8,-10,26,15,.,1,6
M18AAP inhibitor,8,-2,-6,41*,-10,3,-12,0,-4
IMP-1 inhibitor,-1.8,-3.2,-2.9,-2.6,0.6,-3.9,-1.8,-1.6,-2.9
MEKK2mut PB1 HTS,6,.,.,0,-2,3,-3,0,1
DNA FID counter,-7,-12,-22,-1,5,-2,-12,1,-3
VIM-2 inh,-2.0,0.8,-0.4,-3.9,1.6,-3.6,-1.2,-4.1,-2.9
MEKK2wt PB1 HTS,108,.,.,102,100,103,101,96,99

Compound activity from PubChem BioAssay.
